# hiPSC survival – enhancers of single-cell hiPSC survival, primary screen, ATPlite luminescence; actives 0.044% (n = 360,000); survival enhancement, % at 20 µM; 100% = ROCK inhibitor wells, 0% = DMSO; in the data active = survival enhancement above about 18%;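 note: cells exposed to compounds for 16 hours before the ATP read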
# H9c2 protect – cardioprotection against H2O2-induced cell death, primary screen, uHTS, H9c2 cells, ATPLite luminescence | actives 0.63% (n = 360,000) | protection from H2O2 cell death, % at 20 µM | H9c2 cardiomyocytes, H2O2 injury protection, 2 h;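 active = compounds giving at least 50% protection of heart cells from peroxide-induced death in the single-dose screen, raw or plate-pattern-corrected value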;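 note: 0% = DMSO wells with peroxide and 100% = DMSO wells without peroxide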
# ABCB6 inh 2 – ABCB6 transporter inhibitors, primary screen, K562-ABCB6 cells, flow cytometry, MLPCN library; ATP-binding cassette sub-family B member 6 (Homo sapiens), Q9NP58; K562-ABCB6 porphyrin accumulation, 1 h; active compounds read low; fluorescence ratio to DMSO, % at 10 µM; actives 0.19% (n = 360,000); AID 602162, 2011;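 active = fluorescence ratio to DMSO below 75%, the collection mean minus 3 SD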;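 note: signal is porphyrin accumulated inside mitochondria; 100% equals median channel fluorescence of DMSO control wells; lower ratio means ABCB6 inhibition with less porphyrin fluorescence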
# HTR2A ag – mouse Htr2a agonists via beta-arrestin recruitment, primary screen, cell-based, luminescence; AID 624169, 2012; actives 0.66% (n = 360,000); activation, % at 7.6 µM; CHO-K1 mHTR2A beta-arrestin complementation; percent of 30 µM serotonin response;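 active = activation above a run cutoff, the mean activation of all tested compounds plus 3 SD, cut at about 14% in these data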;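 note: 0% = plate median of compound wells and 100% = 30 µM serotonin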
# MC4R antagonist – MC4R antagonists of cAMP signaling, primary screen, cell-based, TR-FRET, antagonist arm of biased-ligand search | inhibition, % at 6.5 µM | MC4R-expressing cells, MTII-stimulated cAMP, LANCE TR-FRET | actives 0.48% (n = 360,000);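 active = inhibition above its plate's cutoff, the mean of tested wells on that plate plus 3 SD, cut at about 29% in these data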;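 note: 0% = Melanotan II alone and 100% = Melanotan II plus saturating MCL0020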
#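 Material: human MC4R-expressing U2OS cells. Probe or stimulus: Melanotan II challenge. Dosing: 6.5 µM single dose. Times: 30-min compound, 1-h challenge, 1-h detection, room temperature. Technique: TR-FRET with Eu-cAMP and labeled anti-cAMP, 671 nm. Replication: singlicate.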
# Exocytosis inh – LAMP-1 surface exposure blockers, TALL-104 cells – cell-based, flow cytometry, MLPCN library, primary screen; TALL-104 LAMP-1 surface exposure; cells stimulated with thapsigargin and PMA; AID 651702, 2012; inhibition, % at 10 µM; actives 0.66% (n = 360,000);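 active = inhibition above about 55%, limit read from the data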
# aDG glyco act – activators of alpha-DG glycosylation, primary screen, uHTS, Pro5-aDG cells, AlphaScreen. actives 0.22% (n = 360,000). alpha-DG glycosylation AlphaScreen (IIH6); 0% Pro5, 100% B10-LARGE cell signal. AID 624168, 2012. activation, % at 10 µM;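 active = activation of at least 8% versus controls, or a plate z-score of at least 8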;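 note: Pro5 are CHO cells carrying HIG-tagged alpha-DG that lacks glycosylation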
# MC4R ag barr – MC4R agonists recruiting beta-arrestin, primary screen, cell-based, luminescence, agonist arm of biased-ligand search. Melanocortin receptor 4 (Homo sapiens), P32245. U2OS MC4R beta-arrestin complementation; percent of melanotan II response, DMSO zero. activation, % at 8.9 µM. actives 0.98% (n = 360,000);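 active = activation above a per-plate cutoff, the mean activation of sample wells on that plate plus 3 SD, cut at about 8% in these data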
# ABHD5 PLIN5 PPI – ABHD5-PLIN5 interaction inhibitors, primary screen, cell lysate, split luciferase complementation, luminescence; actives 0.78% (n = 360,000); AID 602281, 2012; Perilipin-5 (Homo sapiens) + 1-acylglycerol-3-phosphate O-acyltransferase ABHD5 (Homo …; Split G. princeps luciferase complementation, 4 h; inhibition, % at 4 µM;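 active = inhibition above the mean inhibition across every tested compound plus 3 SD, cut at about 22% in these data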;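 note: 0% = DMSO only wells and the 100% control is not disclosed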
# Target sequence (Q00G26 whole entry, looked up): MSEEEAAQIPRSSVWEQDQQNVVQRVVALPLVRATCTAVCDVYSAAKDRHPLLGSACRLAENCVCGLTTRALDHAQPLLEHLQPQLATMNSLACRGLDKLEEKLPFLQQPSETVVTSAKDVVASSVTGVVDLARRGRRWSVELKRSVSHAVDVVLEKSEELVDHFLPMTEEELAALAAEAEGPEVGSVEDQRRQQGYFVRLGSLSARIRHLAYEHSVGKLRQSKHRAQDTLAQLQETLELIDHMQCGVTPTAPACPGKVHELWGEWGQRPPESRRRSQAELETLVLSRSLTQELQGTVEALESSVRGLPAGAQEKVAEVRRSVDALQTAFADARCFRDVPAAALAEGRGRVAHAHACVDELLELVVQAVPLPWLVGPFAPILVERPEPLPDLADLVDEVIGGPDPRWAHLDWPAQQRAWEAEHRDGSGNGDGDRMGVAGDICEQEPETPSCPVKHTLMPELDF
# Target sequence (Q8WTS1 whole entry, looked up): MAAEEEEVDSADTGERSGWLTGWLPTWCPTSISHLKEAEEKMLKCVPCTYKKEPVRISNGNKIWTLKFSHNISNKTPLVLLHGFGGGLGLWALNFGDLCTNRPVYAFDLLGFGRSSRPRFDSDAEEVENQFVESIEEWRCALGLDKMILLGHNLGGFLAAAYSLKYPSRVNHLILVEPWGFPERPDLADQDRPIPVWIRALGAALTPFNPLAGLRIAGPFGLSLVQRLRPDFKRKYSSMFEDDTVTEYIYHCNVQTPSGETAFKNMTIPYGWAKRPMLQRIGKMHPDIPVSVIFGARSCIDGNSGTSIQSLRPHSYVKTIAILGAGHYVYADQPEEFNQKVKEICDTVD
# N-glyco inh – increase of ERlucT glycosylation luciferase signal, primary screen, N-linked glycosylation inhibitor project, D54 ERlucT cells, luminescence, set 2; D54 ERlucT glycosylation luciferase reporter, 24 h; percent of 100 nM tunicamycin response; reporter increase, % at 12.5 µM; actives 0.23% (n = 360,000);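 active = mean luciferase reporter signal, scaled so untreated is 0 and the glycosylation-blocking control 100, at or above a set limit in every replicate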;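 note: luciferase carries N-glycosylation sites so blocking glycosylation raises the light; 0% = median of neutral control wells and 100% = median of 100 nM tunicamycin wells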
# * marks the source's active call; other numbers are inactive results.
1: CN(CC(=O)Nc1ccc(S(=O)(=O)N2CCCC2)cc1)Cc1ccc(Cl)cc1Cl
2: O=C(CS(=O)(=O)c1cn(Cc2ccc(Cl)cc2)c2ccccc12)N1CCOCC1
3: CCCCn1c(=O)n(CC(O)c2ccccc2)c(=O)c2c1ncn2C1CCCC1 (stereo not drawn)
4: COc1ccnc(-n2cccc2C=O)c1C#N
5: O=C(CC1S/C(=N/N=C/C=C/c2ccccc2)NC1=O)Nc1ccc(Cl)c(Cl)c1 (stereo not drawn)
6: CCN(CC)S(=O)(=O)c1ccc(NC(=O)c2ccccc2N(C)S(C)(=O)=O)cc1
7: COc1ccc(C)cc1S(=O)(=O)N1CCN(C(=O)c2ncoc2-c2ccc(F)cc2)CC1
8: Nc1nccnc1C(=O)OCC(=O)Nc1ccc2[nH]c(=O)[nH]c2c1

Screen / compound no.	1	2	3	4	5	6	7	8
hiPSC survival	1.4	0.6	-2.2	1.4	-0.8	-2.0	0.4	-0.5
H9c2 protect	-6	18	0	8	3	11	-1	1
ABCB6 inh 2	99	99	102	100	94	97	99	103
HTR2A ag	0	0	0	0	0	-6	-1	-1
MC4R antagonist	18	6	2	-3	-9	2	2	-2
Exocytosis inh	1	-2	-6	-4	-4	6	1	4
aDG glyco act	-0.3	0.1	0.0	0.1	-0.4	-0.3	0.0	-0.2
MC4R ag barr	-1.2	0.4	-0.8	1.4	1.4	-0.4	-0.7	-0.3
ABHD5 PLIN5 PPI	-9	4	-1	0	1	3	2	-5
N-glyco inh	-3	-1	3	-1	-3	0	-1	0

9: COCCN1C[C@@H](CO)O[C@@H](n2cnc3c(NCCCO)ncnc32)C1
10: CCc1ccc(N(CC(=O)NCc2ccco2)C(=O)CCC(=O)Nc2ccccn2)cc1
11: O=C(N/N=C/c1ccco1)C1CC1(c1ccccc1)c1ccccc1 (stereo not drawn)
12: Cc1ccc(/C=N/n2c(COc3ccccc3)n[nH]c2=S)o1
13: COC(=O)Cc1csc(Nc2c(C)n(C)n(-c3ccccc3)c2=O)n1
14: COC(=O)c1c(NC(=O)c2ccc(C(=O)c3ccccc3)cc2)sc2c1CC(C)(C)NC2(C)C
15: O=C(O)CC1C(=O)NCCN1C/C=C/c1ccccc1 (stereo not drawn)
16: COc1cc(SC)ccc1C(=O)OCC(=O)N1CC(=O)Nc2ccccc21

Screen / compound no.	9	10	11	12	13	14	15	16
hiPSC survival	0.7	-0.1	1.4	-0.5	-2.1	-2.2	-0.2	1.5
H9c2 protect	3	12	-5	-2	3	-26	-10	0
ABCB6 inh 2	96	97	97	101	101	94	102	103
HTR2A ag	0	1	0	0	8	-1	-2	-2
MC4R antagonist	3	6	7	4	6	7	16	-4
Exocytosis inh	-2	-6	-2	-2	-4	67*	-3	-12
aDG glyco act	0.1	-0.1	0.3	-0.1	0.1	0.4	0.0	0.2
MC4R ag barr	-0.1	-0.9	-0.2	-2.8	-0.8	-1.2	1.7	-1.7
ABHD5 PLIN5 PPI	-5	2	5	0	2	0	2	1
N-glyco inh	1	2	-5	0	2	-6	1	-1

# By substructure, the entries above containing a furan ring, fused or not (3)
10: CCc1ccc(N(CC(=O)NCc2ccco2)C(=O)CCC(=O)Nc2ccccn2)cc1
11: O=C(N/N=C/c1ccco1)C1CC1(c1ccccc1)c1ccccc1 (stereo not drawn)
12: Cc1ccc(/C=N/n2c(COc3ccccc3)n[nH]c2=S)o1

Screen / compound no.	10	11	12
hiPSC survival	-0.1	1.4	-0.5
H9c2 protect	12	-5	-2
ABCB6 inh 2	97	97	101
HTR2A ag	1	0	0
MC4R antagonist	6	7	4
Exocytosis inh	-6	-2	-2
aDG glyco act	-0.1	0.3	-0.1
MC4R ag barr	-0.9	-0.2	-2.8
ABHD5 PLIN5 PPI	2	5	0
N-glyco inh	2	-5	0

# Next section
17: COC(=O)CC1c2ccccc2S(=O)(=O)N1Cc1ccccc1 (stereo not drawn)
18: CC[N+](CC)(CCCCS(=O)(=O)[O-])CCNP1(=O)C=C(c2ccccc2)OC(c2ccccc2)=C1
19: Cc1nc([N+](=O)[O-])c(C(=O)OCc2ccccc2)n1C
20: Cn1cccc1C(=O)OCc1nc2ccccc2c(=O)[nH]1
21: C(=C\c1ccccc1)/C=N/N1CCN(Cc2ccccc2)CC1
22: COc1ccc(OC)c(NC(=O)c2ccc(CN3CCOCC3)cc2)c1
23: COc1ccc(N2CCN(C(=O)CCC(=O)c3cc(C)sc3C)CC2)cc1
24: COc1ccc(OC)c(CCNC(=O)CCCc2nnc3n(C)c(=O)c4sccc4n23)c1

Screen / compound no.	17	18	19	20	21	22	23	24
hiPSC survival	-0.8	-0.6	1.4	-0.5	-0.1	-1.5	1.1	0.2
H9c2 protect	1	8	1	42	-1	-8	8	0
ABCB6 inh 2	99	97	100	97	95	104	115	166
HTR2A ag	-10	3	1	5	-3	-5	-5	0
MC4R antagonist	0	12	-1	-9	30*	-3	2	18
Exocytosis inh	-1	-5	-10	-1	-3	0	1	-8
aDG glyco act	-0.2	-0.5	0.0	-0.1	-0.1	0.0	0.0	0.0
MC4R ag barr	1.2	-2.5	-0.7	-3.9	6.7	-0.9	-3.4	-3.2
ABHD5 PLIN5 PPI	9	4	5	-7	-9	-1	-4	6
N-glyco inh	3	-1	-3	-1	0	1	2	-1

25: O=S(=O)(c1ccccc1Cl)N1CCCC1c1nc(-c2ccc(Cl)cc2)no1 (stereo not drawn)
26: O=C(CSc1nc2nn(-c3ccccc3)c(=O)c-2c2n1CCCCC2)Nc1ccc(OC(F)F)cc1
27: CCCCNC(=O)c1sc2nc(C)cc(COC)c2c1-n1cccc1
28: COc1ccc(C(C)=O)cc1COC(=O)c1ccc2c(c1)OCCO2
29: COc1ccc(C)cc1S(=O)(=O)N1CCCC(C(=O)N2CCOCC2)C1 (stereo not drawn)
30: COc1ccc(CCNC(=O)Nc2nnc([C@H]3C[C@H](O)[C@@H](CO)O3)s2)cc1OC
31: FC(F)(F)c1cccc(-c2nnc3ccc(C(F)(F)F)cn23)c1
32: COc1ccc(C)cc1S(=O)(=O)N(CC(=O)NCc1ccco1)c1ccc(C)cc1

Screen / compound no.	25	26	27	28	29	30	31	32
hiPSC survival	4.9	-2.1	-1.8	-0.3	-0.4	4.6	-0.7	0.6
H9c2 protect	-20	6	42	-10	-2	3	0	1
ABCB6 inh 2	93	92	93	92	100	100	95	92
HTR2A ag	-2	-7	-5	1	-4	6	9	-2
MC4R antagonist	3	5	8	0	-3	3	-3	-2
Exocytosis inh	6	-18	-2	-4	1	-3	3	-21
aDG glyco act	0.7	-0.1	0.0	0.3	1.5	-0.3	0.0	0.5
MC4R ag barr	-0.5	-1.7	-0.8	9.8*	-3.2	-0.2	-0.7	-3.2
ABHD5 PLIN5 PPI	3	10	-2	10	-2	-8	-1	3
N-glyco inh	-4	-4	0	4	1	3	4	0

33: CN(Cc1ccccc1)C(=O)c1nc[nH]c1C(=O)N1CCN(c2ccccc2)CC1
34: CCCC(=O)Nc1cc(-c2cn3cccnc3n2)ccc1OC
35: CC1CN(C(=O)C(C)N2C(=O)c3ccccc3C2=O)CC(C)O1 (stereo not drawn)
36: CCCCCCN1C[C@H](n2cc(-c3ccc(F)cc3)nn2)[C@@H](O)C[C@@H]1c1ccc(Cl)cc1
37: O=C(CNc1cc(S(=O)(=O)N2CCCC2)ccc1OCC(F)(F)F)Nc1ccc(SC(F)F)cc1
38: COc1ccc(-c2cn(-c3ccc(SC(F)F)cc3)c3[n+]2CCC3)cc1OC
39: O=C(CCN1C(=O)/C(=C/c2ccccc2Cl)SC1=S)N1CCCC1
40: O=C(CCS(=O)(=O)c1ccccc1)Nc1cccc2c1C(=O)NC2=O

Screen / compound no.	33	34	35	36	37	38	39	40
hiPSC survival	3.7	-1.0	-2.0	1.1	1.0	-1.0	-0.2	0.5
H9c2 protect	6	-1	-1	-43	-21	-6	-1	16
ABCB6 inh 2	98	102	102	96	102	95	100	97
HTR2A ag	-5	0	1	-5	-7	4	-2	13
MC4R antagonist	-4	-5	1	1	15	4	3	9
Exocytosis inh	5	-4	15	58*	4	-2	-4	2
aDG glyco act	0.1	-0.3	-0.1	0.1	0.7	-0.2	0.4	0.0
MC4R ag barr	-2.6	-2.6	-2.5	0.5	2.9	-0.9	-2.2	-1.0
ABHD5 PLIN5 PPI	-1	1	-1	1	-15	-4	-1	-1
N-glyco inh	1	-1	0	-11	-4	1	13	2

41: CCOC(=O)c1c(C)n(OC)c2ccc3c(no[n+]3[O-])c12
42: CCN1CCN(CC(=O)c2c[nH]c3ccccc23)CC1
43: CC(C)CN(CC(C)C)C(=O)CN1c2cccc3cccc(c23)S1(=O)=O
44: CC(=O)Oc1ccccc1C1=NN(C(=O)/C=C/c2ccccc2)C(c2ccccc2)C1 (stereo not drawn)
45: Cc1ccc(-c2c(C(=O)N/N=C/c3ccc(C)o3)nnn2-c2nonc2N)cc1
46: CC12CCC(C(N)=O)(c3nc4ccccc4nc31)C2(C)C (stereo not drawn)
47: COC(=O)CNC(=O)c1c(C)cc(=O)oc1C
48: CC1CCN(C(=O)c2[nH]cnc2C(=O)N[C@@H](C)C(=O)OCc2ccccc2)CC1

Screen / compound no.	41	42	43	44	45	46	47	48
hiPSC survival	-0.5	-0.5	1.2	-1.6	-0.3	-1.9	1.6	3.1
H9c2 protect	2	3	7	7	9	2	-3	-8
ABCB6 inh 2	97	96	98	92	95	100	94	99
HTR2A ag	-2	-3	-3	1	-3	0	1	1
MC4R antagonist	-12	2	3	2	0	6	10	6
Exocytosis inh	-1	0	3	4	2	-2	2	13
aDG glyco act	-0.2	-0.4	0.2	-0.1	0.0	0.0	-0.2	-0.1
MC4R ag barr	-1.5	-1.1	-0.8	0.1	-2.2	-1.7	2.9	0.0
ABHD5 PLIN5 PPI	-2	3	4	2	3	1	0	-2
N-glyco inh	0	0	-2	-3	-2	2	3	3

49: Nc1nncn1C(=O)CCc1ccccc1
50: CCCCN1C(=S)NC[C@@H]1Cc1ccc(O)cc1
51: O=C1NCC(=O)N(Cc2ccccc2)/C1=C/c1ccccc1
52: COc1ccc(OC)c(C2NC(=O)CCC2[N+](=O)[O-])c1 (stereo not drawn)

Screen / compound no.	49	50	51	52
hiPSC survival	3.0	-0.9	0.1	0.4
H9c2 protect	0	-1	11	5
ABCB6 inh 2	98	97	98	93
HTR2A ag	-5	-7	-2	-6
MC4R antagonist	6	12	5	3
Exocytosis inh	0	-5	-2	4
aDG glyco act	0.0	0.0	-0.7	0.0
MC4R ag barr	3.7	-1.6	-1.2	-2.5
ABHD5 PLIN5 PPI	-6	3	4	8
N-glyco inh	0	1	-3	0

# Assay outcomes from PubChem BioAssay.
